Screens as filed in PubChem.
mHTT-CaM PPI inh: mHTT-calmodulin interaction abrogation; inhibition, % at 15 µM; AlphaScreen His-mHTT/GST-CaM binding, luminescence; 190,000 tested, 3.6% active; P42858;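 further: 0% = both proteins with DMSO and 100% = one protein alone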
Pf apPOL block: Pf-apPOL DNA polymerase inhibition; Recombinant Pf-apPOL, molecular beacon fluorescence, 1.5 h; inhibition, % at 10 µM; 210,000 tested, 0.25% active
The depositor's hits bear a star; & = joins results of further samples. No stated cut-off is given here; in the data, active means inhibition above about 50%; inactive means the rest. Random draw from the library. Share with any hit: about 3.5%.

O=C(NCc1ccc(S(=O)(=O)NCc2cc(F)cc3c2OCOC3)s1)c1ccc(Cl)cc1 was read as Pf apPOL block -1.
CC(C)C(=O)NNc1ncc(C(F)(F)F)cc1Cl was read as Pf apPOL block -34.
For CCN1CCn2cc(C(=O)NCc3ccc(C(F)(F)F)cc3)nc2C1 the results were mHTT-CaM PPI inh 97* and Pf apPOL block -13.
For Cc1cc(C(=O)Nc2cc(C(F)(F)F)ccc2N2CCOCC2)no1 the results were Pf apPOL block -6.
`Cc1cc(Br)ccc1OCC(=O)Nc1ccc(F)cc1` gave mHTT-CaM PPI inh -25 and Pf apPOL block -10.
`COCC(=O)N1CCc2cn(CC(C)C)c3cccc(c23)C1` gave mHTT-CaM PPI inh 76* and Pf apPOL block -7.
`Cc1ccc(Oc2nccnc2N2CCC(C(=O)Nc3cc(F)cc(F)c3)CC2)cc1` gave mHTT-CaM PPI inh -7 and Pf apPOL block -2.
For COc1ccc(CCNC(=O)CSc2nc3sc(C)cc3c(=O)n2C)cc1OC the results were mHTT-CaM PPI inh -8 and Pf apPOL block -11.
Screening COc1cccc(C2NC(=O)c3c(sc4c3CCN(C)C4)N2)c1O (stereo not given) returned mHTT-CaM PPI inh 3 and Pf apPOL block 8.
Screening COc1ccc(CN(C)Cc2ccccc2)c(C)c1C returned mHTT-CaM PPI inh -12 and Pf apPOL block 5.
Screening O=C(c1ccc(Cl)cc1)N1CCCC2(CC(c3cccc(Cl)c3)=CO2)C1 (stereo not given) returned mHTT-CaM PPI inh -9 and Pf apPOL block -2.
`Cc1nc(-c2ccc(F)cc2)sc1C(=O)N1CCCC1` gave mHTT-CaM PPI inh 4 and Pf apPOL block -11.
`Cc1cc2c(cn1)C(=Nc1ccccc1C)c1ccccc1-2` gave mHTT-CaM PPI inh -3 and Pf apPOL block -39.
`CCC(CC)C(=O)Nc1cccc(Cl)c1Cl` gave mHTT-CaM PPI inh -13 and Pf apPOL block -10.
Cc1cc(Br)ccc1N1CCC(C(=O)NCc2ccncc2)C1=O (stereo not given) was read as mHTT-CaM PPI inh 8 and Pf apPOL block -1.
COc1ccc(C)cc1NC(=O)c1ccc(C)c(Cl)c1 was read as mHTT-CaM PPI inh -32 and Pf apPOL block -3.
Screening Cc1cccc(CCNC(=O)c2cc3n(n2)CCCN(Cc2ccc(Cl)cc2)C3=O)c1 returned mHTT-CaM PPI inh 4 and Pf apPOL block -4.
`Cc1cc(C)cc(C(=O)N2CCC(COc3ccccc3C(=O)NC3CC3)CC2)c1` gave mHTT-CaM PPI inh 9 and Pf apPOL block 22.
For Cc1cc(C(F)(F)F)nc(SCC(=O)Nc2cc(C)on2)n1 the results were mHTT-CaM PPI inh -6 and Pf apPOL block -3.
CCN1C(=O)C(CC(=O)N2CCOCC2)Sc2ncccc21 (stereo not given) was read as mHTT-CaM PPI inh -3 and Pf apPOL block 0.
CC(NC(=O)c1ccc(-c2ccnc(N3CCCCC3)n2)cc1)c1cccnc1 (stereo not given) was read as mHTT-CaM PPI inh -26 and Pf apPOL block 5.
CC1CCN(C(C(=O)NC2CCCCC2)c2cc3c(cc2[N+](=O)[O-])OCO3)CC1 (stereo not given) was read as mHTT-CaM PPI inh 10 and Pf apPOL block -3.
Screening Cc1cccc(N2C(=O)CC(N3CCN(Cc4ccccc4)CC3)C2=O)c1 (stereo not given) returned mHTT-CaM PPI inh -2 and Pf apPOL block -6.
CCC(C)NC(=O)C1(C)CCC(=O)N1Cc1ccc(OC)cc1OC (stereo not given) was read as mHTT-CaM PPI inh 2 and Pf apPOL block -5.
For Cc1cc(Cl)nc(Cl)c1C(=O)N1CCOCC1 the results were mHTT-CaM PPI inh -3 and Pf apPOL block -4.
For CCCc1cc(C2CCCN2C(=O)c2ccccc2OC)no1 (stereo not given) the results were mHTT-CaM PPI inh -1 and Pf apPOL block -1.
For Cn1c2sc3c(c2c(=O)n2nnnc12)CC(C)(C)OC3 the results were mHTT-CaM PPI inh 1 and Pf apPOL block -1.
For CCOc1ccccc1NC(=O)CN(c1cc(C(F)(F)F)ccc1Cl)S(C)(=O)=O the results were mHTT-CaM PPI inh 6 and Pf apPOL block 4.
`COc1ccc(S(=O)(=O)N2CCC(C(=O)Nc3ccc(Cl)cc3)CC2)c2cccnc12` gave mHTT-CaM PPI inh 23 and Pf apPOL block -7.
Cc1cc(Oc2ccccc2)nc(-c2ccccc2)n1 was read as mHTT-CaM PPI inh -34 and Pf apPOL block 25.
Screening N#Cc1cnn(-c2ncnc3c2cnn3-c2ccccc2)c1N returned Pf apPOL block -1.
For COc1ccc(C2=N/C(=C\c3ccccc3C(F)(F)F)C(=O)O2)c(Br)c1 the results were mHTT-CaM PPI inh 2 and Pf apPOL block -7.
`O=C(COc1ccc(Br)cc1)Nc1ccc(N2CCCC2)cc1` gave mHTT-CaM PPI inh 7 and Pf apPOL block 1.
Screening Cc1cccc(CN2CCN(C(=O)CC(C)C)CC2)c1 returned mHTT-CaM PPI inh 0 and Pf apPOL block -2.
Screening COc1cc(/C=C2\C(=O)Nc3ccc(Br)cc32)cc(OC)c1OC returned mHTT-CaM PPI inh 13 and Pf apPOL block -6.
COCc1cc(C)nc(NCc2ccc(C)cc2)c1C#N was read as mHTT-CaM PPI inh -63 and Pf apPOL block -5.
For CCOC(=O)N1CCN(C(=O)C2CCCN(c3cnn(C)c(=O)c3)C2)CC1 (stereo not given) the results were mHTT-CaM PPI inh 1 and Pf apPOL block -3.
`COc1ccc(CC(=O)Nc2ccn(-c3cccc(C)c3)n2)cc1` gave mHTT-CaM PPI inh -1 and Pf apPOL block 0.
For CCC1Oc2ccc(NC(=O)Cc3ccccc3)cc2CN(C(C)C)C1=O (stereo not given) the results were mHTT-CaM PPI inh 6 and Pf apPOL block -6.
CCn1c(-c2cc(NC(=O)C3CCC3)n[nH]2)cc2ccccc21 was read as mHTT-CaM PPI inh 22 and Pf apPOL block 0.
`Cc1ccccc1NC(=O)c1cnc(Nc2nc3ccccc3s2)nc1C` gave mHTT-CaM PPI inh 6 and Pf apPOL block -3.
Screening CCN(C(=O)c1cc2cc3ccc(OC)cc3nc2o1)c1ccc(F)cc1 returned mHTT-CaM PPI inh 8 and Pf apPOL block -2.
For O=C(NCc1ccc(F)cc1)C1C2C=CC3(CN(Cc4ccccc4Cl)C(=O)C13)O2 (stereo not given) the results were mHTT-CaM PPI inh -7 and Pf apPOL block 3.
`N#CC1=C(N)Oc2[nH]c(=O)[nH]c(=O)c2C1c1cccc(F)c1` (stereo not given) gave mHTT-CaM PPI inh -1 and Pf apPOL block -8.
`CCOc1ccc(S(=O)(=O)NCC(c2ccco2)S(=O)(=O)c2ccc(C)cc2)cc1` (stereo not given) gave mHTT-CaM PPI inh 3 and Pf apPOL block 12.
CCc1nccn1Cc1noc(-c2ccccc2)n1 was read as mHTT-CaM PPI inh -4 and Pf apPOL block 1.
`O=C(Nc1c2c(nn1-c1ccc(F)cc1)CSC2)c1ccccc1F` gave mHTT-CaM PPI inh 42 and Pf apPOL block -3.
Screening Cc1cccc(CS(=O)(=O)N2CC(c3nc(Cc4ccccc4)no3)C2)c1 returned mHTT-CaM PPI inh -13 and Pf apPOL block -8.
`COc1ccc(/C=N/OCC(=O)Nc2sc3c(c2C#N)CC(C)(C)NC3(C)C)cc1OC` gave mHTT-CaM PPI inh inactive and Pf apPOL block -2.
For O=C(CC1CCCC1)NCCC1CCN(C(=O)c2ccccc2)CC1 the results were mHTT-CaM PPI inh 46 and Pf apPOL block -2.
Screening Cc1ccc2ncn(C3CCN(C(=O)Nc4cc(Cl)ccc4C)CC3)c(=O)c2c1 returned mHTT-CaM PPI inh 0 and Pf apPOL block 2.
Cc1ccc2nc(N3CCN(C(=O)c4ccccn4)CC3)sc2c1 was read as mHTT-CaM PPI inh -9 and Pf apPOL block -23.
`COc1ccc(NC(=O)CN2CCN(C3c4ccccc4-c4ccccc43)CC2)cc1Cl` gave mHTT-CaM PPI inh 40 and Pf apPOL block 1.
For CNC(=O)c1csc2c1CCCC2 the results were mHTT-CaM PPI inh -1 and Pf apPOL block -1.
`O=C(Nc1ccccc1)C1CCN(c2nc3ccsc3c(=O)n2-c2ccccc2)CC1` gave mHTT-CaM PPI inh 8 and Pf apPOL block -1.
For CN1c2cc(C(=O)N3CCN(c4ccccc4Cl)CC3)ccc2C(=O)N2CCCCC21 (stereo not given) the results were mHTT-CaM PPI inh 2 and Pf apPOL block 3.
`Cc1ccc(C(=O)N/C(=C\c2ccc3c(c2)OCO3)C(=O)NC(Cc2ccccc2)C(=O)O)cc1` (stereo not given) gave mHTT-CaM PPI inh 3 and Pf apPOL block -12.
FC(F)(F)Oc1ccc(Oc2ccc(NC(=S)NC3CCCCCCC3)cc2)cc1 was read as Pf apPOL block 10.
`O=C(CC1CCCCC1)N1CCN(c2ccc([N+](=O)[O-])cc2)CC1` gave mHTT-CaM PPI inh 10 and Pf apPOL block -9.
For COc1ccc(-c2nc(Nc3c(Cl)cccc3Cl)sc2C)cc1 the results were mHTT-CaM PPI inh 23 and Pf apPOL block 2.
`COc1ccccc1CN1COc2cc3c(cc2C1)OCO3` gave mHTT-CaM PPI inh 17 and Pf apPOL block -4.
`O=C1C2C3c4ccccc4C(c4ccccc43)C2C(=O)N1c1ccccc1F` (stereo not given) gave mHTT-CaM PPI inh 0 and Pf apPOL block -3.
Cc1ccc(NC(=O)N2CCC3(CC2)Nc2cc(F)ccc2-n2cccc23)cc1F was read as mHTT-CaM PPI inh 86* and Pf apPOL block -4.
For COc1cc(C(=O)Nc2ccc3oc(-c4cccc(C)c4)nc3c2)cc(OC)c1OC the results were mHTT-CaM PPI inh -2&10 and Pf apPOL block -3&2.
N#Cc1c(N)nc(SCC(=O)c2ccc(O)c(O)c2)c(C#N)c1-c1cccc(Cl)c1 was read as mHTT-CaM PPI inh 85* and Pf apPOL block 4.
Screening O=C1OC(c2cccs2)=N/C1=C/c1cccc(Br)c1 returned mHTT-CaM PPI inh 7 and Pf apPOL block -2.
`O=C1c2ccccc2C(=O)c2c1nc1n2CCOC1` gave mHTT-CaM PPI inh 3 and Pf apPOL block -10.
Screening O=c1c(=Cc2ccc(Cl)cc2)sc2nc(-c3ccc(Cl)cc3)nn12 returned Pf apPOL block 15.
Screening CCCCN1C(=O)CN(C2CCCCC2)C(=O)C1c1ccc(OC(C)C)c(OC)c1 (stereo not given) returned mHTT-CaM PPI inh 45 and Pf apPOL block -6.
Screening CC(C)C(C)NC(=O)CC1Sc2ccccc2NC1=O (stereo not given) returned mHTT-CaM PPI inh -3 and Pf apPOL block -1.
`CCc1cccc2c(C(N)=O)cc(NCC(F)(F)F)nc12` gave mHTT-CaM PPI inh -2 and Pf apPOL block -4.
`Cc1ccc(N2CCN(Cc3nc(C(=O)Nc4ccccc4)co3)CC2)cc1C` gave mHTT-CaM PPI inh -6 and Pf apPOL block 1.
`Cc1cccc(NC(=O)c2ccccc2F)c1-c1nc2ncccc2o1` gave mHTT-CaM PPI inh -3 and Pf apPOL block -1.
Screening O=C(c1ccc(Br)o1)N1CCN(c2ccccc2)CC1 returned mHTT-CaM PPI inh -3 and Pf apPOL block -12.
For CCCC(=O)OC[C@H]1CN([C@H](C)c2ccccc2)S(=O)(=O)c2c(F)cccc2O1 the results were mHTT-CaM PPI inh -16 and Pf apPOL block -2.
`Cc1cccn2c(=O)c3c(nc12)CCCC3` gave mHTT-CaM PPI inh -1.
For O=C(O)C[C@H]1c2cc(C(F)(F)F)ccc2S(=O)(=O)N1C1CCCC1 the results were mHTT-CaM PPI inh -9 and Pf apPOL block -7.
For COc1cccc(CNC(=O)c2cncc(OC)c2)c1 the results were mHTT-CaM PPI inh -6 and Pf apPOL block -2.
Screening CCCNC(=O)N1CCC(c2nc(-c3ccncc3)no2)C1 (stereo not given) returned mHTT-CaM PPI inh -2 and Pf apPOL block -6.
`O=S(=O)(c1ccccc1)c1nc(-c2ccccc2F)oc1N1CCCCC1` gave mHTT-CaM PPI inh -3 and Pf apPOL block 0.
`COc1ccc(NC(=O)c2sc3nc(C)cc(C(F)(F)F)c3c2N)cc1` gave mHTT-CaM PPI inh 12 and Pf apPOL block 26.
Screening CN(Cc1ccco1)S(=O)(=O)c1ccc2[nH]c3c(c2c1)CCCCC3 returned mHTT-CaM PPI inh 78* and Pf apPOL block -4.
For O=C(Nc1ccc2c(c1)OCO2)c1cn2c(n1)COCC2 the results were mHTT-CaM PPI inh 21 and Pf apPOL block -2.
For COc1cc(C=O)ccc1Oc1ccc([N+](=O)[O-])cn1 the results were mHTT-CaM PPI inh 0 and Pf apPOL block -4.
Screening CCOc1ccc(C2Oc3nc(SC)nnc3-c3ccccc3N2C(C)=O)cc1 (stereo not given) returned mHTT-CaM PPI inh 2 and Pf apPOL block -18.
Screening COc1ccc(C2C3=C(Nc4ncnn42)c2ccccc2OC3c2ccc(N(C)C)cc2)cc1 (stereo not given) returned mHTT-CaM PPI inh 2 and Pf apPOL block -2.
